SR-BI HDL uptake: blocks mouse SR-BI lipid uptake from DiI-HDL; Q61009; ldlA[mSR-BI] CHO cells, DiI-HDL uptake fluorescence, 3 h; inhibition, % at 12.5 µM; hit rate 0.96% among 320,000;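 active = mean replicate inhibition of at least 70% and a set share of replicates each scoring 70 or more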;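 also: 0% = median of neutral control wells and 100% = median of positive control wells; values of inactives mirror those of a sister screen read the other way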
Pemphigus Ab inh: blocks pemphigus antibody binding to human desmoglein-3; P32926; DSG3-coupled beads, scFv-anti-DSG3-GFP binding, flow cytometry; hits give low values; binding (percent of control), % at 10 µM; hit rate 0.48% among 310,000; AID 588358;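 active = binding more than 3 SD below its plate's average and above zero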;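 also: hits lower antibody fragment binding to DSG3; some compounds called inactive have numbers as strong as hits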
PKA-R1A activ: PKA-R1A complex activation. activation, % at 11.4 µM. hit rate 0.083% among 340,000. PKA-R1A dissociation, Cy5-IP20 fluorescence polarization; scaled: DMSO 0%, 113 µM cGMP 100%;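 active = percent activation above the mean of all tested compounds plus 3 SD, cut at about 19% in these data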;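 also: higher means more PKAc released from R1A so a rise in polarization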
dFosB act: activators of mouse delta FosB homodimer. P13346. purified delta FosB, TAMRA-CDK5 oligo fluorescence polarization; percent of positive-control signal above neutral wells. activation, % at 25 µM. hit rate 0.99% among 340,000. AID 493131;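 active = mean activation above about 17%, with every replicate also reaching it, limit read from the data, passing the limit was not always enough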;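 also: fluorescence polarization rise as delta FosB binds a TAMRA Cdk5 AP-1 oligo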
NSD2 inh: NSD2 (human) methyltransferase inhibition; O96028; NSD2 peptide methylation, AlphaScreen, 120 min; inhibition, % at 12.5 µM; hit rate 0.54% among 310,000; in the data active = inhibition above about 50%
Target sequence (O96028 whole entry, looked up): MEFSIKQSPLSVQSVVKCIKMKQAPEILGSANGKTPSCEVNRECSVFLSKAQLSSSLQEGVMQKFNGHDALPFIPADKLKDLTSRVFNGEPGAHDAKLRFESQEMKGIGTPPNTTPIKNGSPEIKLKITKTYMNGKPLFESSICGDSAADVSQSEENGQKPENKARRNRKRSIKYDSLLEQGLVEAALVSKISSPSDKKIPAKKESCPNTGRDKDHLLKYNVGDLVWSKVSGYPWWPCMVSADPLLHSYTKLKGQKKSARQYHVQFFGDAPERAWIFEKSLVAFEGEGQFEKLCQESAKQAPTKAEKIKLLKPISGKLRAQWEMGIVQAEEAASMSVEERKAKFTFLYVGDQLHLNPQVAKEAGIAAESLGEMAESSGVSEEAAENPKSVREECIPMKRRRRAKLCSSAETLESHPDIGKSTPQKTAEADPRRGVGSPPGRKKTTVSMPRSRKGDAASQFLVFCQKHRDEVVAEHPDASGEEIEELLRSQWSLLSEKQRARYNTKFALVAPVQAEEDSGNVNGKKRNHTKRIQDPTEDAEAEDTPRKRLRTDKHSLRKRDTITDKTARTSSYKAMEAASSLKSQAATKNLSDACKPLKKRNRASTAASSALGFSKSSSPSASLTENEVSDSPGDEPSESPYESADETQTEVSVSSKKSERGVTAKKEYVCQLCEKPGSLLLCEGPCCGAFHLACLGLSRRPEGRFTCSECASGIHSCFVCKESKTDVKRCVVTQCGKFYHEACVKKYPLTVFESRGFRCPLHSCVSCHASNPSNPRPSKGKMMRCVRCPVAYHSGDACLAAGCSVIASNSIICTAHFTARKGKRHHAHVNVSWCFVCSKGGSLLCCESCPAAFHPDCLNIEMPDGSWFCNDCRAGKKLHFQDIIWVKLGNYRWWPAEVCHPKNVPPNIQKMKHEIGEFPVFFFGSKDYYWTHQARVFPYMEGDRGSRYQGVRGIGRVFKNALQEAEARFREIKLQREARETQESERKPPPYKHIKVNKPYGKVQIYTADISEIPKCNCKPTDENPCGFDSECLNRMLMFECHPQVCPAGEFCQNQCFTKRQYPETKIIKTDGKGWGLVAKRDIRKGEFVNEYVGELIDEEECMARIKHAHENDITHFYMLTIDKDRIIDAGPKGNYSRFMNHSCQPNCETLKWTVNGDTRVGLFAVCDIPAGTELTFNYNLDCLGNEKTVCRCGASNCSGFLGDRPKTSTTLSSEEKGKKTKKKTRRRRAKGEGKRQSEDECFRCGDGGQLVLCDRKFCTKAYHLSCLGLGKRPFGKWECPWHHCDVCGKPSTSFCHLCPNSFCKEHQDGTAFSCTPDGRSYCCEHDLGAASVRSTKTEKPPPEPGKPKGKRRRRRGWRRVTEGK
SR-BI uptake up: SR-BI HDL lipid transfer activation. CHO ldlA[mSR-BI] cells, DiI-HDL uptake fluorescence, 3 h; 100 = double the neutral-control signal. activation, % at 12.5 µM. hit rate 0.096% among 320,000. AID 504775;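 active = mean replicate activation of at least 60% and every replicate at or above 60%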;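 also: 0% = median plate neutral-control signal and 100% = twice that signal; values of inactives mirror those of a sister screen read the other way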
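System: CHO ldlA[mSR-BI] cells / Medium: HEPES-buffered (25 mM, pH 7.4) F12 plus 0.5% BSA / Probe or stimulus: labelled HDL, 10 µg/mL / Doses: single compound concentration, delivered by pin transfer / Schedule: 3 h, 37 °C / Measured by: DiI fluorescence, bottom read / Measure: cell-associated DiI fluorescence as measure of HDL uptake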
SUMO Mot1 rescue: blocks SUMOylation pathway, rescuing yeast Mot1-301 growth; S. cerevisiae Mot1-301 growth rescue, ATP luminescence, 38.5C; percent above DMSO median, 100 means doubled; growth rescue, % at 18.8 µM; hit rate 1% among 320,000; AID 2716;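 active = every valid replicate shows activation above 250% relative to neutral control wells; inactive = the rest, any valid replicate at or below 250%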;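 also: OY570 slx delta 5 strain wells were the positive control but not used for scaling; some compounds called inactive have numbers as strong as hits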
PKA-R2B act: PKA-R2B complex activation; activation, % at 11.4 µM; PKA-R2B holoenzyme dissociation, Cy5-IP20 fluorescence polarization; R2B truncated from residue 108, S112A mutant; 0% DMSO only, 100% 113 µM cGMP; P22694+P31323; AID 504700; hit rate 0.079% among 340,000;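 active = activation above a cutoff set at the mean over all compounds plus 3 SD, cut at about 18% in these data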;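 also: higher means more holoenzyme dissociation and a rise in polarization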
Arr AP2 block: inhibitors of human beta-arrestin and AP2 interaction | FITC-arrestin peptide / GST-AP2 beads, flow cytometry; AP2 beta2 appendage carries R879A mutation | inhibition, % at 10 µM | hit rate 0.31% among 340,000;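 active = inhibition above a set limit, near 3 SD of compounds lacking own fluorescence, cut at about 54% in these data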;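 also: plate controls were DMSO wells for no effect and 5 µM unlabelled arrestin peptide for full effect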
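System: GST-AP2 R879A bound to glutathione beads, E. coli-expressed. Also added: 50 nM FITC-arrestin peptide. Schedule: compound with beads 12 min RT, then probe 1 h RT. Signal: bead flow cytometry, FITC channel. Read-out basis: percent response.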
CDK5 p35 inh: CDK5/p35 (human) kinase inhibition; Q00535+Q15078; inhibition, % at 10 µM; Recombinant CDK5/p35, ADP-Glo luminescence, 60 min; hit rate 0.01% among 330,000;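 active = highest replicate inhibition of at least 50% and at least 75% of replicates reaching 50%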;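 also: plate controls were DMSO neutral control for no effect and GW8510 at 10 µM for full effect; many of its hits are not listed in these tables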
MITF act: increases MITF-driven TRPM1 promoter luciferase signal. SK-MEL-5 TRPM1-promoter luciferase, 24 h; % of positive control, neutral wells = 0. activation, % at 12.5 µM. hit rate 0.75% among 300,000;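 active = mean activation of at least 80% with every replicate also reaching 80%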;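 also: 0% = neutral control wells and 100% = parthenolide positive control wells; values of inactives mirror those of a sister screen read the other way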
* marks the source's active call; other numbers are inactive results; . = not tested or not shown.

Screens in order: SR-BI HDL uptake, Pemphigus Ab inh, PKA-R1A activ, dFosB act, NSD2 inh, SR-BI uptake up, SUMO Mot1 rescue, PKA-R2B act, Arr AP2 block, CDK5 p35 inh, MITF act
CCc1ccc(NC(=O)Cc2ccc(NC3=NC4CS(=O)(=O)CC4S3)cc2)cc1 (configuration not stated)
  -31, 101, 3, -2, ., 31, 58, -5, 0, 0.6, .
Cc1ccc(NS(=O)(=O)c2ccc3c(c2)n(C)c(=O)n3C)cc1
  -135, 102, -8, -9, ., 135*, 42, -2, -5, -1.3, -5
O=C(CSc1nnnn1C1CC1)N1CCN(c2ccc(O)cc2)CC1
  0, 94, -6, 8, 2, 0, -1, -7, 0, 0.0, 2
CCc1c(C)nc2c(-c3ccccc3)c(-c3ccccc3)[nH]n2c1=O
  -25, 91, 3, -9, -1, 25, -6, 2, 7, 0.5, -4
O=[N+]([O-])c1ccc(C=Nc2ccc(Cl)cc2Cl)s1
  -14, 101, -4, -4, 1, 14, -41, 11, -4, 1.6, -10
O=C(Nc1ccc(S(=O)(=O)NC2=NCCCCC2)cc1)c1ccccc1Cl
  -12, 85, -4, -6, -5, 12, 14, 10, 3, 0.9, -4
COc1cc(C(=O)N(C)C2CCCCC2)ccc1OC1CCN(C(C)=O)CC1
  1, 100, 3, -3, -1, -1, -36, -5, -6, 0.9, 4
CCOC(=O)C1C(c2ccccc2)C(C(=O)OCC)S(=O)(=O)C(CCN(CC)CC)S1(=O)=O (configuration not stated)
  -9, 102, -1, 1, -3, 9, 99, -1, 13, 2.0, -10
CN(C)C(CNC(=O)CCc1nc2sc3c(c2c(=O)[nH]1)CCCC3)c1ccccc1 (configuration not stated)
  -1, 101, 6, -12, 3, 1, 5, -3, -12, -0.2, -1
COc1ccc(C)cc1-n1c(N)c(C#N)c(C#N)c1-c1ccc(OC)c(OC)c1OC
  2, 96, 6, 3, 1, -2, -2, -6, 6, -3.0, -7
O=C(c1cccc(C(F)(F)F)c1)N1CCN(CCc2ccccc2)CC1
  -2, 103, -2, -8, -2, 2, 140, 8, 6, -2.9, 8
O=C1[C@@H]2CSCN2C(=O)CN1Cc1ccccc1F
  -13, 99, 2, 3, 0, 13, -14, 0, 30, 1.7, 18
O=C(O)CC(c1ccc(C(F)(F)F)cc1)N1Cc2ccccc2C1=O (configuration not stated)
  -20, 92, -2, 1, 2, 20, -7, 3, 14, 2.7, -4
Cc1ccc(OCC(=O)Nc2cc(S(=O)(=O)N3CCOCC3)ccc2N2CCCC2)cc1
  0, 98, -8, -9, 0, 0, ., -1, 13, 0.5, -8
O=C(O)C1CC=CCC1C(=O)N1CCN(c2nc(-c3ccccc3)c3ccccc3n2)CC1 (configuration not stated)
  9, 95, -6, -4, -14, -9, 23, 2, 3, -0.7, 5
O=[N+]([O-])c1ccc(N2CCN(Cc3ccc4c(c3)OCO4)CC2)nc1
  -7, 121, -4, 1, 43, 7, -3, -10, -7, 0.2, .
COc1ccccc1NC(=O)C(=O)NNC(=O)COc1ccc2ccccc2c1
  17, 98, 9, -14, 4, -17, 190, -2, 27, -0.3, -2
CCc1cccc(C)c1N(C(=O)Cn1c(CO)nc2ccccc21)C(C)COC (configuration not stated)
  -18, 104, 2, 1, -14, 18, -5, 14, 32, -0.2, 6
COC(=O)c1ccc(S(=O)(=O)N2C3CCC2CC(NC(=O)C2CC2)C3)cc1 (configuration not stated)
  -15, 97, -10, 3, 14, 15, 78, -4, -5, 1.6, 14
Cc1cccc(NC(=S)NNC(=O)CC(C)O)c1C (configuration not stated)
  -21, 96, -12, 6, -3, 21, -5, -3, 18, 0.7, -3
O=C(Nc1cccnc1)c1ccc(F)c(S(=O)(=O)N2CCOCC2)c1
  1, 103, 2, 5, -7, -1, 65, -3, 1, 1.0, 1
Cc1cccc(/C=C2\Sc3ccc(C(=O)N4CCC(C)CC4)cc3N(C)C2=O)c1
  67, ., -9, -13, -3, -67, -6, -12, -13, -2.0, -3
COC(=O)c1scc(C)c1NC(=O)Nc1ccccc1
  28, 87, 3, 7, -1, -28, 9, -2, 4, 1.3, -1
Cc1ccc(CSCC(=O)N(C)CC(=O)Nc2c(Cl)cccc2Cl)cc1
  15, 94, 0, -9, -1, -15, -7, -6, 1, -1.9, 0
COCCC(=O)N1CCC(Oc2ccc(C(=O)NCc3nccn3C)cc2)CC1
  -18, 106, 3, -1, 3, 18, -1, 3, -6, 0.1, 2
NC(=O)c1ccc(Oc2ccc(-c3nnco3)cc2)c([N+](=O)[O-])c1
  ., ., -5, 3, 3, ., 8, 1, 6, -0.8, -8
CC(OC(=O)C1CCN(S(=O)(=O)c2ccc(F)cc2)CC1)C(=O)NC1CCCCC1C (configuration not stated)
  -13, 102, -12, -5, -3, 13, 60, 0, 1, 1.7, -1
COc1ccc(NC(=O)c2ccc(-n3cccn3)nc2)c(OC)c1
  -23, 103, 5, -8, -3, 23, 10, 8, 8, -0.1, 6
C/C(=N\NC(=S)NC1CCCCC1)c1ccc(OC(F)F)cc1OC(F)F
  10, ., -18, -2, 3, -10, 5, -7, -32, -1.1, 6
CCOC(=O)c1ccc(NC(=S)N2CCN(CCNC3=CC(=O)CC(C)(C)C3)CC2)cc1
  41, 80, 3, -11, 0, -41, -12, 10, 33, 0.9, -4
CCOc1ccc(-c2ccc(/C=C3/C(=N)N4C=CSC4=NC3=O)o2)c([N+](=O)[O-])c1
  49, 96, -8, 3, 4, -49, 54, 9, 6, 1.9, 2
Cc1ccc(-c2nc3ccccc3c(=O)n2CCCn2ccnc2)cc1
  -18, ., 3, -15, 4, 18, 4, -8, 13, -0.1, -10
COc1cccc(-n2c(SCC(=O)NCc3cccs3)nc3ccccc3c2=O)c1
  -32, 102, -10, -3, 6, 32, -4, -7, 13, -1.8, 3
CC(C)N1CC(C(=O)Nc2nc3ccccc3s2)CC1=O (configuration not stated)
  24, ., -6, -2, -15, -24, 2, -4, -1, -1.4, .
CC(=O)N1CCC2(CC1)C/C(=N\NC(=S)Nc1ccc(C)cc1)c1cc(O)ccc1O2
  52, 103, -5, 0, 14, -52, 0, -2, -3, -3.7, 9
COc1ccc(-n2c(=O)c3c4c(sc3n3cnnc23)CC(C)CC4)cc1 (configuration not stated)
  -7, 102, 8, -9, 0, 7, 13, 7, 38, -1.8, -7
CN(CCc1ccccn1)C(=S)Nc1cccc(S(=O)(=O)N(C)C)c1
  ., 100, -3, 4, 11, ., 214, 4, 22, -0.6, .
CN1C(=O)CC(c2cn(Cc3ccccc3)c3ccccc23)C1=O (configuration not stated)
  ., 92, -2, -6, 6, ., -5, 4, 23, 0.8, -18
Cc1cccc(NS(=O)(=O)c2csc(C(N)=O)c2)c1
  7, 96, 5, -4, -1, -7, 97, -8, 7, 1.5, -2
Cc1ccc(NC(=O)CS(=O)CC(=O)NCC2CCCO2)cc1 (configuration not stated)
  1, ., -3, -2, 1, -1, 11, -11, -5, -2.4, .
COc1ccccc1-c1noc(-c2ccccc2C(=O)NCC2CCCO2)n1 (configuration not stated)
  -16, 102, -10, -8, -3, 16, 3, 9, -3, -0.6, -11
Cn1ncc(N=Cc2ccccc2)c1C(N)=O
  -8, 110, 1, 2, 2, 8, -8, 3, -5, 1.4, 3
CN(C(=O)CSc1n[nH]c(=O)[nH]c1=O)c1ccccc1
  -12, ., 2, -4, -2, 12, 2, 6, 42, 2.3, .
O=C(COC(=O)c1c(Cl)cccc1Cl)Nc1cc(Cl)ccc1Oc1ccccc1
  -14, 109, 6, -6, -3, 14, -15, 4, 20, 0.0, 6
O=C(CCc1ccc(S(=O)(=O)N2CCOCC2)cc1)Nc1nccs1
  -55, 101, -20, 5, 2, 55, 8, -7, -5, 0.9, 2
CC(=O)N1CCN(c2ccc(NC(=O)c3ccc4c(c3)OCCO4)cc2Cl)CC1
  40, 106, -3, -7, -3, -40, 88, -2, -5, 1.4, 34
Cc1ccc(CNC(=O)Cc2noc3ccccc23)cc1
  -20, 115, 0, -3, -6, 20, 17, 2, -13, -0.7, 54
C=CCN(Cc1cccc(OC)c1OC)S(=O)(=O)N(C)C
  8, 100, -1, -1, 0, -8, -3, -2, 0, 0.2, -31
NS(=O)(=O)c1ccc(CNC(=O)/C=C/c2ccco2)cc1
  ., 89, 6, -12, 42, ., 32, 8, 19, -4.7, -12
CC(C)Oc1ccc(C(CC(=O)O)n2cnnn2)cc1 (configuration not stated)
  -9, 105, ., 2, -1, 9, 7, ., 4, 0.8, 2
COCC(C)n1c(SCC(=O)Nc2cc(C)on2)nc2ccccc2c1=O (configuration not stated)
  -1, 104, -5, -2, 3, 1, ., 1, -6, 0.0, 1
Cc1cccc(C)c1N(Cc1ccccc1F)S(C)(=O)=O
  -19, ., ., 3, -5, 19, 133, ., 0, 0.2, 13
COCCNC(=S)N(Cc1cc2cc(C)ccc2n2nnnc12)C1CCCC1
  29, 99, 7, -14, -4, -29, ., 3, 9, 1.5, -2
CCCCN(C)C(=O)Cn1c(=O)oc2cc(S(=O)(=O)N3CC(C)CC(C)C3)ccc21 (configuration not stated)
  ., 97, -1, -16, 3, ., 118, -8, 7, 0.2, -7
Cc1ccc(Cl)cc1N1CCN(C2CCCCC2NS(=O)(=O)c2ccccc2)CC1 (configuration not stated)
  14, ., 1, 0, 0, -14, 346, -6, -6, 2.4, 3
CCCN1CCN(C(=O)C2CCN(c3nnc(C)c4c(C)n(-c5ccc(C)cc5)nc34)CC2)CC1
  26, 123, -9, -1, 11, -26, 31, -9, 38, -0.9, -19
O=C(Nc1ccccc1Cl)Nc1ccccc1Cl
  0, 97, 4, 4, 0, 0, -9, 6, -13, 0.7, 39
O=C(CSc1ncnc2c1nnn2Cc1ccc(F)cc1)NC1CCCC1
  -40, 99, 5, 1, ., 40, -2, -2, -12, -1.4, -6
Nc1nc(-c2ccccc2)c(-c2ccc([N+](=O)[O-])cc2)s1
  18, 107, 0, -3, ., -18, 181, 1, 2, -0.6, -32
COc1ccc(NC(=O)N2CCc3ccccc3C2)cc1
  33, ., 2, 2, 0, -33, 9, -8, 16, -0.2, 14
COc1ccc(NC(=O)COc2ccccc2C(=O)NCC(c2ccccc2)N(C)C)cc1Cl (configuration not stated)
  ., 119, -1, -4, 9, ., 130, 3, 26, -0.7, 17

Screening results deposited in PubChem by several laboratories.
